# Giardia kill: Giardia lamblia killing. hit rate 0.15% among 340,000. Giardia lamblia trophozoite viability. activity change, % at 7.66 µM, hits read low. AID 540267; in the data active = activity change below about -80%; inconclusive = between about -30% and that limit;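 note: parasites exposed to compound for two days anaerobically before the ATP read; % is set by controls: 0 for no effect and ±100 for the full control effect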
#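 Giardia trophozoites, 100 cells per well, were exposed to compounds for 48 hrs at 37 deg C under anaerobic conditions; viability was then read as ATP content by bioluminescence after 15-30 min at room temperature.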
# Coupling enz: counter-screen for Giardia aldolase inhibitors: coupling enzyme system; coupling enzyme system counterscreen, AmpLite Red fluorescence; activity change, negative = inhibition, % at 58.2 µM, hits read low; hit rate 0.67% among 290,000; AID 2472; in the data active = activity change below about -30%; note: % is set by controls: 0 for no effect and ±100 for the full control effect
#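 Counterscreen of the coupled detection system alone, without aldolase: glyceraldehyde-3-phosphate coupling enzymes plus AmpLite Red readout. Compounds at 57.5 uM final, 10 min RT preincubation, 20 min RT reaction, fluorescence 525/598 nm.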
# A-T KAP1 phos: potential ataxia-telangiectasia treatments restoring KAP-1 phosphorylation; Potency, µM (series often up to 57.5 µM), inactives show at the highest dose activation, actives largely listed as activators; hit rate 0.19% among 320,000; […] A-T fibroblasts, KAP-1 phosphorylation AlphaLISA; neocarzinostatin DNA damage 30 min before lysis; AID 485349; note: potency is the fitted concentration of half-maximal effect; % of control where 0% means no effect; nearly all actives have a fitted effect of over 45% in size
#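 hTERT-immortalized A-T patient fibroblasts ([…]), 500 cells/well in OPTI-MEM, 1% FBS, got compounds for 60 min, then NCS for 30 min at 37C. Lysates were then assayed for phospho-KAP-1 by AlphaLISA (anti-pKAP1 donor, anti-KAP1 acceptor beads), 6 hr at 25C.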
# GALK inh: inhibitors of human galactokinase; P51570; Purified GALK, Kinase-Glo residual ATP luminescence; Potency, µM (highest dose often 57.5 µM), inactives show at the top dose activity change, negative = inhibition, actives largely listed as inhibitors; hit rate 0.007% among 270,000; AID 1868; note: potency is the fitted concentration of half-maximal effect; % is set by controls: 0 for no effect and ±100 for the full control effect
# Target sequence (P51570 whole entry, looked up): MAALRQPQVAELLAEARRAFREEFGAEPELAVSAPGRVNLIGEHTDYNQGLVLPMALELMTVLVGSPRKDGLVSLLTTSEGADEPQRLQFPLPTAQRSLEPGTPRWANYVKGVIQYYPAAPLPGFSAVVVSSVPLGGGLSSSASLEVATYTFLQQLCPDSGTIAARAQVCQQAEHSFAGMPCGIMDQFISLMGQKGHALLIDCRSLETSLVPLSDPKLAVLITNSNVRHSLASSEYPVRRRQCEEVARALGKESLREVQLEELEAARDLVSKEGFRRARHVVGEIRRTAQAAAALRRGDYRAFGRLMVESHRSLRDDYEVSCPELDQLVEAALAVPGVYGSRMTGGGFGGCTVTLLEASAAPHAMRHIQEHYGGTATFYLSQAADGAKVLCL
#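 The enzyme phosphorylates galactose (100 uM) using ATP (35 uM); inhibition is detected as higher residual ATP, quantified by bioluminescence after 1 h reaction at room temperature, pH 8.0.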
# CXXC DNA block: blocks binding of human MLL CXXC domain to DNA; hit rate 0.037% among 290,000; AID 2662; MLL-CXXC / FITC-HOXA9 DNA fluorescence polarization; Potency, µM (titrated, usually from 115 µM), for inactives: at the top dose activity change, negative = inhibition, actives largely listed as inhibitors; Q03164; active = well fitted inhibition curve with a large enough effect in the polarisation, with a control signal flat, not every such curve was filed as active; inconclusive = small, poorly fitted or top-dose-only effect, or effect the other way, or a change in a side signal; inactive = no such curve, though single readings can be large or run the other way; the % refers to the polarisation; note: potency is the fitted concentration of half-maximal effect
#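 Purified MLL-CXXC (added from a 7 uM solution) was preincubated 5 min at ambient with pinned compounds in 50 mM Tris-HCl pH 7.5, 50 mM NaCl, 1 mM DTT, 0.05% BSA. Fluorescein-labeled HOX-A9 DNA (50 nM solution) followed, 30 min, then polarization read.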
# BCR signal inh: blocks chronic active B-cell receptor signaling; ABC-DLBCL IkBa-CBG/CBR reporter, luminescence ratio, 4 h; Potency, µM (series often up to 46.1 µM), for inactives: top-dose ratio change, negative = lower green/red ratio, most hits filed as inhibitors; hit rate 0.05% among 340,000; active = well fitted inhibition curve with a large enough effect in the signal ratio, with a control signal flat, not every such curve was filed as active; inconclusive = small, poorly fitted or top-dose-only effect, or effect the other way, or a change in a side signal; the % refers to the signal ratio;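 note: potency is the fitted concentration of half-maximal effect; plate controls were basal doxycycline-induced cells for no effect and cells given 10 µM MG132 for full effect; MG132 reads +100%, hits lower the ratio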
#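 TMD8 ABC-DLBCL cells carrying doxycycline-inducible green luciferase fused to IkappaBalpha plus unfused red luciferase were exposed to compounds (up to 46 uM) for 4 hrs at 37C. Activity came from the overlap-corrected green/red luminescence ratio.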
# TSHR antag: antagonists of human thyroid stimulating hormone receptor; TSHR-expressing cells, TSH-stimulated cAMP HTRF, 2 h; active compounds read low; hit rate 0.2% among 330,000; activity change, negative = inhibition, % at 11.5 µM;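 active = activity change below a set negative limit, meaning inhibition stronger than a set level, cut at about -70% in these data; inconclusive = activity change between two set negative limits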; note: % is set by controls: 0 for no effect and ±100 for the full control effect
#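 Read-out is FRET at 665 nm (cryptate excitation 337 nm) from a cryptate-tagged anti-cAMP antibody, competed by cell cAMP against cAMP-d2. Compounds are tested on freshly harvested TSHR cells challenged with 4nM TSH (EC80) for 2 hours at 37 deg C.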
# TCR act: activates T cell receptor signaling; primary human leukocytes, anti-CD3, IL-2 HTRF, 48 h; Potency, µM (series often up to 9.22 µM), inactives show at the top dose activation of IL-2 secretion, hits mostly activators; 330,000 tested, under 10 active; AID 504894; note: % of control where 0% means no effect
#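 1) Mix primary human leukocytes, a-CD3 beads and compound. 2) Incubate 48 hr. 3) Add HTRF IL-2 reagents (a-IL-2-K, a-IL-2-d2).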
# Tb PFK inh: blocks T. brucei phosphofructokinase | O15648 | T. brucei PFK, ADP-Glo luminescence | Potency, µM (doses to about 57.5 µM), for inactives: top-dose activity, negative = inhibition, usual class: inhibitors | hit rate 0.17% among 330,000;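 note: potency is the fitted concentration of half-maximal effect; 0% = uninhibited 1x PFK enzyme wells and -100% = no-enzyme wells; nearly all actives have a fitted effect of over 60% in size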
# Target sequence (O15648 whole entry, looked up): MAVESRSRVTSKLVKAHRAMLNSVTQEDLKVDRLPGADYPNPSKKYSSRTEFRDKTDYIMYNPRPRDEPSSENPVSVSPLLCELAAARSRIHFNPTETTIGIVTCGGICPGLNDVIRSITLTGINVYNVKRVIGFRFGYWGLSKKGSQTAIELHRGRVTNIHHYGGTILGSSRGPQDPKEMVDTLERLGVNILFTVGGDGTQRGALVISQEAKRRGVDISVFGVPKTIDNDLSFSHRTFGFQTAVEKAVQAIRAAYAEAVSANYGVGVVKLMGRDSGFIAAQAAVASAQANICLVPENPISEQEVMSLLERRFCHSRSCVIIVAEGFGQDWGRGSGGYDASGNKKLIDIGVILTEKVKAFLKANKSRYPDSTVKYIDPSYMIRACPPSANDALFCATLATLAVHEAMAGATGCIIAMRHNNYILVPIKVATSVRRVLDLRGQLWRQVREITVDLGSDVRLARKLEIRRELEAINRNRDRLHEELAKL
#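 Compounds were pin-transferred as a titration series up to 57 uM into substrate buffer (0.5 mM F6P, 0.1 mM ATP, pH 8.0), then 1.25 nM PFK was added and reactions ran 45 min before ADP-Glo detection.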
# KCNH2 WT inh: inhibitors of human wildtype KCNH2 potassium channel | hit rate 0.37% among 340,000 | Q12809 | activity change, % at 1.84 µM | U2OS, BacMam KCNH2, thallium flux FluxOr; active compounds read low;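 active = maximum activity change below -70%; inconclusive = maximum activity change between -70% and -50%; inactive = maximum activity change above -50%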; note: % is set by controls: 0 for no effect and ±100 for the full control effect
#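 U2OS cells transduced with wild-type KCNH2 virus are loaded with FluxOr dye for 45 min, and thallium flux is measured in kinetic reads before and after stimulation buffer. Rate constants are normalized to DMSO controls.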
# * hit, by the source's call; ? = inconclusive; / = no result given; & = joins results of further samples; [ ] = remark or other dose. Unless noted, calls come from the whole dose curve; as a rule, active = well fitted curve in the direction sought with a large enough effect; inconclusive = small, poorly fitted or top-dose-only effect, or another doubt; inactive = no such curve, though single readings can be large; an effect the other way counts as inactive or inconclusive.
# Results follow in this order: CXXC DNA block, Tb PFK inh, Giardia kill, TSHR antag, TCR act, A-T KAP1 phos, BCR signal inh, GALK inh, Coupling enz, KCNH2 WT inh
- CC(C)Oc1cccc(C(=O)C2CCCN(Cc3cccn3-c3ccccn3)C2)c1 (configuration not stated)
 : -14.6%, -0.2%, 3.8, 5.4, -8.7%, 1.3%, ?, 5.0%, 4.7, ?
- CCOC(=O)[C@@H]1[C@H]2COc3ccc(Br)cc3[C@@H]2N2C(=O)N(c3ccc(C)cc3)C(=O)[C@@]12C
 : /, 2.3%, 4.0, 4.7, -2.7%, 2.5%, 4.5%, /, /, 5.5
- O=C(O)C1CC(=O)n2c(nc3ccccc32)S1 (configuration not stated)
 : 2.5%, 4.9%, 6.6, 14.8, -2.4%, 10.7%, ?, 0.4%, 4.7, 3.9
- CCOc1ccc(NC(=O)CN(C)S(=O)(=O)c2cccc3cccnc23)cc1
 : 4.3%, 1.1%, 10.3, 4.0, -0.8%, 8.5%, -4.5%, 0.2%, -3.7, -5.7
- CCCC(C)C(=O)Nc1cccc(NC(C)=O)c1 (configuration not stated)
 : 5.8%, -0.8%, -7.6, 1.5, 1.5%, -1.0%, -5.5%, -1.8%, -1.3, -20.7
- COc1cc(CC(=O)Nc2cc(S(C)(=O)=O)ccc2Cl)cc(OC)c1OC
 : 3.5%, -5.0%, 10.8, 7.6, -0.1%, 1.9%, -4.8%, 11.7%, -0.3, 10.0
- Cc1ccccc1C1NC(=S)NC2=C1C(=O)CCC2 (configuration not stated)
 : 21.3%, -2.2%, -6.4, 1.1, -0.7%, -1.4%, -0.4%, -1.8%, 0.0, 2.4
- CCCCOc1ccc(N(CC(=O)NCCOC)C(=O)CCC(=O)Nc2ccccn2)cc1
 : -5.8%, 1.3%, -3.7, 8.7, 4.7%, -12.4%, 12.1%, -1.8%, 0.7, 5.7
- CCCCN(C(=O)Cn1ncc(Cl)c(Cl)c1=O)c1c(N)n(CC(C)C)c(=O)[nH]c1=O
 : 0.9%, 0.7%, 0.0, -2.1, 1.7%, -12.2%, ?, 1.6%, -1.4, 4.0
- CC(=O)N1N=C(c2ccccc2)CC1c1ccc2c(c1)OCO2 (configuration not stated)
 : 4.6%, 1.8%, -0.7, 0.8, 3.2%, -3.5%, -21.3%, 5.8%, -0.2, -7.9
- CCOCc1nnc(NC(=O)C2CC(=O)N(C3CCCC3)C2)s1 (configuration not stated)
 : 1.2%, 1.2%, -15.0, -3.1, 7.9%, 12.5%, -11.6%, 0.4%, -2.0, 0.9
- CC1CCN(c2ccc(C(=O)NCCc3ccccc3)cn2)CC1
 : 2.5%, 2.5%, 12.9, -13.1, 0.8%, 12.1%, ?, 4.5%, -1.4, 6.4
- COc1ccc2nc(C)cc(SCC(=O)OC(C)C)c2c1
 : -6.4%, -1.0%, -3.5, -22.1, 10.6%, 5.4%, 5.7%, -2.2%, 0.0, -6.1
- Cc1ccc(S(=O)(=O)NCC(=O)NCC(=O)N2CCC(C)CC2)cc1
 : -3.0%, 0.4%, 17.7, -4.2, 3.8%, 8.0%, 0.0%, 5.0%, -2.7, -0.3
- N#CCCSCc1ccc(OCC(=O)O)cc1
 : 13.5%, 12.4%, -8.8, -2.8, 2.9%, -4.3%, 2.4%, -3.2%, 4.5, -5.4
- CCS(=O)(=O)c1ncc(CO)n1CCc1ccccc1
 : 3.4%, 1.8%, -1.6, -7.8, /, 3.5%, 0.9%, -1.8%, 2.5, -5.9
- O=C(CN1CCCCCC1)N/N=C/c1ccc2ccccc2c1
 : 13.0%, -1.5%, -28.8, 12.0, 6.5%, 4.4%, -0.2%, -6.1%, 2.9, -2.7
- CCOc1cc(C2C3=C(CCCC3=O)N(C)C3=C2C(=O)CCC3)cc(Cl)c1O
 : 5.5%, -7.1%, 3.5, -15.6, -4.4%[46.1 µM], 7.3%, 11.0%, -3.9%, -6.4, -4.1
- O=C(Nc1ccc(F)cc1F)c1cc(Cl)sc1Cl
 : -6.9%, -6.4%, -16.7, 2.5, -1.4%, -1.8%, ?, -2.8%, -0.8, -3.5
- CCOc1cc2[nH]c(=S)n(CCN3CCCCC3C)c(=O)c2cc1OCC (configuration not stated)
 : -4.2%, 1.6%, 4.1, 0.4, -0.7%, -3.6%, -0.5%, -0.5%, 2.4, 1.8
- CCC(=O)N1CCc2cc(S(=O)(=O)NC(Cc3ccccc3)C(=O)NC3CCCCC3C)ccc21 (configuration not stated)
 : -15.6%, -8.0%, -7.7, -1.0, -4.6%, -5.1%, -2.4%, -0.2%, -4.2, 2.1
- COc1ccc(OCC(=O)Nc2nnc(S(=O)(=O)N3CCCCCC3)s2)cc1
 : -7.5%, -0.8%, -2.8, -0.2, 13.7%, 5.6%, 2.3%, /, 8.4, 11.9
- CCCc1c(-c2ccc(O)cc2)nn(-c2ccc(O)cc2)c1-c1ccc(O)cc1
 : 32.4%&2.4%[activator], -2.3%, 11.1, -22.6&-33.1, -4.8%, -10.8%, ?, -4.4%, 7.9&9.5, -18.4
- CC(Oc1ccc(S(=O)(=O)N2CCCC2)cc1[N+](=O)[O-])C(=O)NC1(C#N)CCCCC1 (configuration not stated)
 : /, 3.9%, -15.3, 11.6, 1.8%, -10.2%, -0.2%, /, /, -3.2
- CCn1c(SCC(=O)NCCc2ccccc2)nnc1C(C)C
 : 2.1%, 0.9%, -4.9, -4.7, -6.6%, -0.8%, 3.7%, -1.5%, -2.5, 0.1
- NC(=O)c1ccc(SCC(=O)NC2CCCCC2)c([N+](=O)[O-])c1
 : -4.3%, -1.9%, -5.3, -6.7, -7.7%, 5.1%, ?, -0.8%, 3.2, 7.0
- CC(C)CC(=O)Nc1nnc(-c2ccco2)s1
 : 1.8%, 2.8%, -4.9, -1.1, 16.1%, 2.6%, ?, 2.2%, 0.4, -14.6
- O=C(O)c1ccc2c3c(cccc13)C(=O)N(c1cccc3ccccc13)C2=O
 : -10.6%, 1.5%, -0.4, 11.2, 0.3%, 2.1%, 13.2%, 1.6%, 1.1, 7.2
- COc1ccc2cc(Br)ccc2c1CC(=O)NCC1CCCO1 (configuration not stated)
 : 31.6µM*, -2.2%, -10.1, -6.2, -10.5%, 0.5%, -6.9%, 0.7%, 6.2, 2.6
- c1ccc(-c2noc(CN3CCc4sccc4C3)n2)cc1
 : 1.0%, -1.5%, 3.7, -13.1, 4.0%, 1.6%, -1.9%, 0.6%, -3.2, 10.7
- CN(C(=O)c1ccccc1)C1c2c(ccc3ccccc23)OCC1CO (configuration not stated)
 : 3.6%, -7.4%, 25.5, -1.3, -9.4%, 13.2%, -1.8%, 2.8%, 0.1, 12.0
- Cc1ccc(NC(=S)C2=C(O)c3ccccc3N(C)S2(=O)=O)cc1
 : 2.7%, -10.9%, ?, -3.0, 0.0%, -2.7%, ?, -5.6%, 18.7, 3.6
- CN(c1ccccc1)S(=O)(=O)c1cccc(C(=O)NNC(=O)c2ccccc2)c1
 : -7.0%, 0.5%, 13.7, -12.0, /, 5.5%, -21.9%, 0.0%, 1.7, 11.2
- O=C(Cn1nc(C(=O)O)c2ccccc2c1=O)NCc1ccco1
 : 15.7%, 0.0%, 7.6, 1.2, 0.8%, -2.2%, ?, 15.4%, -0.3, 0.5
- CN(C)/C=C/C(=O)c1cccc(Cl)c1
 : 14.1%, -6.0%, -3.2, 13.4, 4.6%, 0.9%, 9.6%, 0.5%, 2.4, -6.3
- CC(C)COC(=O)NCCOC(=O)Nc1cccc(Cl)c1
 : -2.6%, -4.0%, 16.4, 9.6, -3.6%, 6.7%, 7.9%, 3.8%, 1.5, -12.9
- COc1ccc(/C=C2/SC(=S)N(CCCC(=O)Nc3ccccc3C(=O)O)C2=O)cc1
 : 6.3%, -0.6%, -4.1, -9.4, 7.6%, -5.9%, ?, -2.1%, 6.2, 1.0
- Cn1c(NC(=O)C[n+]2cc(-c3ccccc3)n3c2CCC3)cc(=O)n(C)c1=O
 : 6.2%, -7.8%, -11.8, 22.1, 4.8%[46.1 µM], 6.8%, -3.0%, 2.1%, 1.4, 14.7
- O=C(c1cc(-c2ccc3c(c2)OCO3)on1)N1CCCCC1
 : 2.2%, 0.0%, -17.5, 6.0, -7.3%, 3.1%, ?, 10.1%, -2.1, -10.7
- CCOC(=O)N1CCN(C(=O)c2ccccc2NC(=O)c2ccc(OC)cc2)CC1
 : -6.3%, -1.8%, 3.0, 14.4, -27.6%, -2.5%, 7.6%, 1.5%, 0.1, 9.3
- O=C(Nc1ccc2c(c1)OCO2)C1CCCN1C(=O)Nc1ccccc1 (configuration not stated)
 : 7.9%, -0.5%, -6.1, -0.6, -5.3%, -2.6%, -3.1%, -1.4%, 1.4, -17.1
- CC1C(c2ccccc2)C(C#N)(C#N)C2(C#N)C(=O)NC1(N)C2C (configuration not stated)
 : 0.3%, 6.2%, -9.6, 3.0, -0.9%, 2.9%, -0.6%, 1.4%, -12.9, -11.9
